# Screening results as filed in PubChem.
# 3CLpro inhibitor = SARS-CoV 3CLpro protease inhibitors, primary screen, biochemical, quenched FRET; Replicase polyprotein 1ab (Severe acute respiratory syndrome coronavirus), P0C6X7; recombinant SARS-CoV 3CLpro, quenched FRET peptide cleavage; inhibition, % at 6 µM; 0.14% of 290,000 active; AID 1706, 2009; in the data active = inhibition above about 12%
# Rv3671c protease = Rv3671c serine protease inhibitors, primary screen, biochemical, fluorescence polarization, M. tuberculosis H37Rv | P9WHR9 | inhibition, % at 5.96 µM | 0.048% of 320,000 active | AID 2606, 2010; in the data active = inhibition above about 38%;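 note: extracellular domain of Rv3671c used as enzyme; 0% = enzyme with DMSO and 100% = no enzyme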
# Vc quorum ag = inducers of Vibrio cholerae quorum light production without autoinducers, primary screen, BH1578 luxS cqsA deficient, single point. V. cholerae BH1578 lux reporter, luminescence, 6 h. activation, % at 18.7 µM. 0.16% of 350,000 active; in the data active = activation mostly above about 9.7%, no sharp cut-off; note: not every result past the cut was called active; inactives centre near 0; reference of the scale not given here
# Y pestis TopoI = Yersinia pestis topoisomerase I inhibitors, primary screen, biochemical, cleavage product accumulation, plate reader, single point; DNA topoisomerase I (Yersinia pestis CO92); Y. pestis Topo-I cleavage product accumulation; activity, % at 10 µM; 0.064% of 360,000 active; AID 504884, 2011; in the data active = activity above about 50%, passing the limit was not always enough; note: inactives centre near 2
# MazF activator = activators of E. coli MazEF toxin-antitoxin RNase, primary screen, biochemical, fluorescence, uHTS; Endoribonuclease toxin MazF (Escherichia coli (strain K12)), P0AE70; AID 504720, 2011; activation, % at 20 µM; FAM/BHQ RNA-DNA oligo cleavage fluorescence, 5 h; 0.32% of 350,000 active; in the data active = activation above about 50%
# Anthrax LF inh2 = Bacillus anthracis LF protease inhibitors, primary screen, biochemical, multiplex microsphere, MLPCN library | Lethal factor (Bacillus anthracis), P15917 | multiplex microsphere protease cleavage assay | inhibition, % at 10 µM | 0.12% of 360,000 active | AID 588501, 2011; in the data active = inhibition above about 30%; note: plate controls were buffer without enzyme for full effect and enzyme alone for no effect
# PfHsp40 yeast = rescue of yeast from PfHsp40 toxicity, primary screen, S. cerevisiae, ATP luminescence | 0.68% of 340,000 active | AID 504582, 2011 | S. cerevisiae expressing PfHsp40, growth rescue | growth rescue, % at 12.5 µM; in the data active = growth rescue above about 28%, passing the limit was not always enough;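 note: yeast W303a lacking pdr1 and pdr3 grown in galactose medium; growth measured after three days at 30 °C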
# TcdB inh = TcdB glycohydrolase inhibitors, primary screen, biochemical, single point, plate reader | 0.24% of 350,000 active | TcdB glycohydrolase enzymatic assay | AID 652162, 2013 | inhibition, % at 9.99 µM; in the data active = inhibition above about 10%
# DUSP3 inh = VHR1 phosphatase inhibitors, primary screen, biochemical, absorbance, uHTS; Dual specificity protein phosphatase 3 (Homo sapiens), P51452; recombinant VHR phosphatase, pNPP absorbance; inhibition, % at 13.3 µM; 0.52% of 290,000 active; in the data active = inhibition above about 50%; note: some compounds called inactive have numbers as strong as hits
# PriA SSB inh = inhibitors of Klebsiella pneumoniae PriA binding to SSB C-terminal tail, primary screen, biochemical, AlphaScreen | AlphaScreen SSBct-PriA binding, biotinylated peptide | inhibition, % at 33 µM | 0.6% of 430,000 active; in the data active = inhibition mostly above about 37%, no sharp cut-off; inactive = mostly below about 20%;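 note: plate controls were negative control peptide for no effect and reference peptide for full effect; strong numbers were not always called active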
# Active calls of the source: *; i = inactive; x = not tested or not shown; & = joins results of further samples. Some of the compounds tested. The share of hits here may be higher or lower than overall.
SMILES,3CLpro inhibitor,Rv3671c protease,Vc quorum ag,Y pestis TopoI,MazF activator,Anthrax LF inh2,PfHsp40 yeast,TcdB inh,DUSP3 inh,PriA SSB inh
COc1ccc(C(C)(O)c2nc(-c3ccoc3)cs2)cc1 (centres undefined),x,x,i,6,x,-9,x,-0.6,x,x
CN1CCN(c2nc3ccccn3c(=O)c2/C=C(\C#N)S(=O)(=O)c2ccccc2)CC1,0,8,-0.7,4,1,3,-0.3,0.1,5,4
C[C@@H]1CN([C@@H](C)CO)C(=O)CCCn2cc(nn2)CO[C@H]1CN(C)S(=O)(=O)c1ccc(Oc2ccccc2)nc1,x,x,1.1,-1,1,0,x,-9.7&-1.4,x,x
CN1CCN(C(=O)C2(NC(=O)Nc3cccc(F)c3)CCCCC2)CC1,-3,-2,-6.5,2,6,-2,-0.3,x,-1,-4
Cn1c(Cc2csc(N)n2)nnc1SC/C=C/c1ccccc1,0,12,i,0,-1,-3,-0.8,x,7,7
CC1=NNC(=O)C1CCC(=O)N/N=C/c1ccco1 (centres undefined),1,-1,-0.8,6,7,-2,0.9,0.2,14,x
CCOc1ccc(NS(=O)(=O)c2ccc3ncsc3c2)cc1,0,1,-0.8,11,0,-1,0.9,2.3,7,-8
Nc1cccc2c3c(oc12)CCCC3,-2,3,i,-7,0,8,-1.2,0.6,17,24
CCN(CC)S(=O)(=O)c1ccc(Nc2cc(C)nc3ncnn23)cc1,1,3,-0.4,-5,-2,-5,0.8,0.0,12,-17
CCn1c(SCC(=O)OC)nnc1-c1c[nH]c2ccccc12,-4,-2,0.4,-3,10,-2,15,1.9,29,-9
Cc1ccccc1NC(=O)CSc1nc(-c2ccccc2)cc(=O)[nH]1,-5,-5,-0.9,1,3,10,2.5,0.6,-8,-9
O=C(N/N=C/c1cc2cc3c(cc2nc1Cl)OCO3)c1ccncc1,-5,7,-0.4,-7,-38,6,0.2,0.5,-5,i
N#Cc1ccc(CSc2nnc(NC(=O)c3ccc(=O)[nH]c3)s2)cc1,-1,7,i,3,4,-2,-0.5,3.5,17,2
CCOC(=O)c1c(NC(=O)CN2CCN(C(=O)C3CCCO3)CC2)sc(C)c1C (centres undefined),0,-1,-0.3,6,-3,3,0.1,-1.9,-16,-8
Cc1ccc(N=C2CSC(=O)N2)cc1,4,-2,-0.1,0,3,1,-1.6,-0.8,-7,-4&-6
O=C(Nc1ccccc1Cl)Nc1ccnn1C1CCN(C(=O)C2CCOC2)CC1 (centres undefined),x,x,-0.5,-12,4,-4,x,0.1,x,x
CCc1nccn1CCC(=O)N1CCCC(N2CCN(c3cccc(Cl)c3)CC2)C1 (centres undefined),-4,x,i,6,6,-2,-0.2,1.5,-4,-19
CCOC(=O)N1CCN(S(=O)(=O)c2ccc(C(=O)N(CCN(CC)CC)c3nc4ccc(C)cc4s3)cc2)CC1,-1,-6,i,10,2,-3,0.2,-0.4,-12,4
CCOc1ccc(C(=O)Nc2ccccc2N2CCCC2)cc1,5,-4,i,3,-4,-4,4.8,x,1,-1
COc1ccc(-c2[nH]ncc2CN2CCC(C(=O)N3CCOCC3)CC2)c(F)c1,-3,6,-0.1,4,2,-2,-0.7,1.1,-1,0
O=S(=O)(c1ccc(N2CCN(c3ccc(F)cc3)CC2)cc1)N1CCCC1,-2,2,-0.3,7,8,-4,1.7,x,25,-10
COc1cccc(C(=O)NCC2CCN(c3ccc(S(=O)(=O)N4CCOCC4)cc3)CC2)c1,-5,-7,-0.8,-6,1,-2,1.7,x,-26,-4
COc1ccc(CN2C(=O)c3ccccc3C2=O)cc1,-3,5,-0.6,-4,-2,-28,-0.2,0.4,1,-20
O=C(O)c1ccc2c(=O)n3c(nc2c1)/C(=C/c1ccc(Cl)c([N+](=O)[O-])c1)CC3,1,8,-0.2,-3,27,5,25,2.1,2,-2
CCOC(=O)c1ccc(NC(=O)Nc2nc3ccccc3s2)cc1,x,x,2.9,3,-4,-6,x,1.2,x,x
CC1(C)CC(=O)C(C=NCCN2CCN(C(=O)c3ccccc3)CC2)=C(O)C1,-2,3,0.1,-9,2,0,2.5,x,1,-14
O=C(O)c1ccc(N/N=C/c2ccc(-c3cc(Cl)ccc3Cl)o2)cc1,4,25,i,-5,-12,2,4.1,-5.2,8,i
COc1cccc(/C=C/C(=O)OCC(=O)c2c[nH]c3ccccc23)c1,x,-11,-7.1,-6,-14,2,1.4,1.0,x,-10
COc1ccc(C(=O)Nc2cccc(C(=O)Nc3cc(C)ccn3)c2)cc1,x,x,-0.4,10,4,7,3.8,-0.1,x,-8
Cc1cc(C(=O)OCCN2C(=O)c3ccccc3C2=O)c2ccccc2n1,-1,-5,i,6,-8,0,2.5,-0.3,34,-10
O=C(NCCc1c[nH]c2ccccc12)c1cnc2n(c1=O)CCS2,1,2,-0.2,-5,3,-3,-1.2,0.6,35,-15
O=c1[nH]c(CN2CCN(S(=O)(=O)c3ccc4c(c3)OCCO4)CC2)nc2sc3c(c12)CCCC3,3,-5,i,0,-17,1,-0.3,x,13,2
CCc1ccc(OCC(=O)Nc2cccc3c2CCCC3)cc1,-1,-9,-0.3,19,-24,-3,8.4,0.3,-2,51*
CCn1c(SCC(=O)Nc2ccccc2)nnc1-c1ccc(S(=O)(=O)N2CCOCC2)cc1,2,0,i,16,2,-8,0.2,x,7,-26
Cn1nc(-c2ccccc2)cc1NC(=O)CCCC(=O)O,-2,-7,-0.7,-5,3,0,-0.8,1.1,-3,-7
Cc1cc(C(=O)N2CCN(c3ccccn3)CC2)no1,-8,-6,i,-1,-4,-5,-0.1,x,-6,-6
Cc1cccc(N(CC(=O)NC2CCCCC2)C(=O)c2csnn2)c1,5,11,-0.3,0,3,2,-1.4,0.0,24,-3
CN(C)c1ccc(C(=O)OCc2ccccc2)cc1,-4,-3,-0.4,14,-5,x,-0.4,x,14,-25
CCOC(=O)C1=C(c2ccccc2)NC(=O)NC1c1cccc(OC)c1OC (centres undefined),x,-3,-0.8,6,11,-5,0.1,2.1,x,-1
Cc1ccc(NS(=O)(=O)c2cc(C(=O)NCc3cccnc3)ccc2C)cc1,-1,x,-0.6,8,3,-4,0.0,2.9,-4,-9
Cc1c(C)n(Cc2ccccc2)c2ncnc(N)c12,0,11,i,1,-3,-1,-0.4,x,7,16
O=C(C1=COCCO1)N1CCN(S(=O)(=O)c2cccc(Cl)c2Cl)CC1,2,5,0.0,-11,8,7,-0.3,x,-10,-5
CCc1nc(-c2ccc(C)nc2OC)no1,5,6,-0.1,0,-17,3,-0.9,x,19,-5
Cc1ccc(NC(=O)CSc2nnc(-c3cnccn3)n2-c2ccccc2)cc1,-5,3,-1.3,-2,3,1,-0.9,x,24,-12
CCCCn1c(N)c(N(CC(C)C)C(=O)C2CCN(S(=O)(=O)c3ccc(Cl)cc3)CC2)c(=O)[nH]c1=O,x,9,-1.0,-2,-6,1,-0.6,0.4,x,-20
CC(=O)Nc1ccc(SCC(=O)c2cc(C)n(-c3ccccc3)c2C)cc1,-1,10,-0.1,8,0,1,0.5,x,8,-4
O=C(COC(=O)c1cc2ccccc2oc1=O)c1cccc([N+](=O)[O-])c1,-2,2,-0.4,-1,7,-3,0.7,x,8,-4
C#CCOCC1CN(C)C(=O)O1 (centres undefined),x,x,-1.4,2,4,-2,x,0.1,x,x

# Reformatted with two lines to a compound: part of the list above
# The line under a structure holds: 3CLpro inhibitor | Rv3671c protease | Vc quorum ag | Y pestis TopoI | MazF activator | Anthrax LF inh2 | PfHsp40 yeast | TcdB inh | DUSP3 inh | PriA SSB inh
> Cc1c(C)n(Cc2ccccc2)c2ncnc(N)c12
 : 0 | 11 | i | 1 | -3 | -1 | -0.4 | x | 7 | 16
> O=C(C1=COCCO1)N1CCN(S(=O)(=O)c2cccc(Cl)c2Cl)CC1
 : 2 | 5 | 0.0 | -11 | 8 | 7 | -0.3 | x | -10 | -5
> CCc1nc(-c2ccc(C)nc2OC)no1
 : 5 | 6 | -0.1 | 0 | -17 | 3 | -0.9 | x | 19 | -5
> Cc1ccc(NC(=O)CSc2nnc(-c3cnccn3)n2-c2ccccc2)cc1
 : -5 | 3 | -1.3 | -2 | 3 | 1 | -0.9 | x | 24 | -12
> CCCCn1c(N)c(N(CC(C)C)C(=O)C2CCN(S(=O)(=O)c3ccc(Cl)cc3)CC2)c(=O)[nH]c1=O
 : x | 9 | -1.0 | -2 | -6 | 1 | -0.6 | 0.4 | x | -20
> CC(=O)Nc1ccc(SCC(=O)c2cc(C)n(-c3ccccc3)c2C)cc1
 : -1 | 10 | -0.1 | 8 | 0 | 1 | 0.5 | x | 8 | -4
> O=C(COC(=O)c1cc2ccccc2oc1=O)c1cccc([N+](=O)[O-])c1
 : -2 | 2 | -0.4 | -1 | 7 | -3 | 0.7 | x | 8 | -4

# Entries of single compounds, looked up by structure:
# Cc1ccc(NS(=O)(=O)c2cc(C(=O)NCc3cccnc3)ccc2C)cc1 as listed: 3CLpro inhibitor = -1; Rv3671c protease = x; Vc quorum ag = -0.6; Y pestis TopoI = 8; MazF activator = 3; Anthrax LF inh2 = -4; PfHsp40 yeast = 0.0; TcdB inh = 2.9; DUSP3 inh = -4; PriA SSB inh = -9
# CN(C)c1ccc(C(=O)OCc2ccccc2)cc1 as listed: 3CLpro inhibitor = -4; Rv3671c protease = -3; Vc quorum ag = -0.4; Y pestis TopoI = 14; MazF activator = -5; Anthrax LF inh2 = x; PfHsp40 yeast = -0.4; TcdB inh = x; DUSP3 inh = 14; PriA SSB inh = -25

# (list continues)
SMILES,3CLpro inhibitor,Rv3671c protease,Vc quorum ag,Y pestis TopoI,MazF activator,Anthrax LF inh2,PfHsp40 yeast,TcdB inh,DUSP3 inh,PriA SSB inh
Cc1cccc(-n2c(-c3ccc(Br)o3)n[nH]c2=S)c1,x,3,-0.3,-12,-5,-6,0.2,1.2,x,-10
CCC(C)(C)NC(=O)C(c1ccccc1)N(Cc1cccs1)C(=O)Cn1nnc2ccccc21 (centres undefined),11,-7,6.6,17,6,-2,-0.6,x,x,-9
O=S(=O)(NC(=NCc1ccccc1)c1ccccc1F)c1ccccc1,3,4,-0.9,4,8,-2,-0.6,1.8,25,-8
CN(C(=O)COC(=O)CCC1CCCCC1)c1c(N)n(Cc2ccccc2)c(=O)[nH]c1=O,x,-6,4.2,4,-4,-1,1.2,0.5,x,-8
O=[N+]([O-])c1cccc(C=NNC(=S)NC23CC4CC(CC(C4)C2)C3)c1,x,x,i,-3,-7,10,-1.0,0.4,x,-13
CCc1c(OC(C)=O)c2ccccc2n(C)c1=O,-3,-6,-0.6,-3,7,-2,-0.6,-0.5,-2,5
